Screens as filed in PubChem BioAssay.
PRC2 inh: blocks human EZH2/PRC2 H3K27 methylation; DELFIA TRF, 1 h; inhibition, % at 12.5 µM; Q15910; hit rate 0.35% among 57,000;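 active = mean inhibition of replicates at least 50% and every single replicate also reaching 50%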;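 also: dimethyl H3K27 on biotinylated H3 21-44 peptide detected by antibody; plate controls were median neutral control wells for no effect and median positive control wells for full effect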
Target sequence (Q15910 whole entry, looked up): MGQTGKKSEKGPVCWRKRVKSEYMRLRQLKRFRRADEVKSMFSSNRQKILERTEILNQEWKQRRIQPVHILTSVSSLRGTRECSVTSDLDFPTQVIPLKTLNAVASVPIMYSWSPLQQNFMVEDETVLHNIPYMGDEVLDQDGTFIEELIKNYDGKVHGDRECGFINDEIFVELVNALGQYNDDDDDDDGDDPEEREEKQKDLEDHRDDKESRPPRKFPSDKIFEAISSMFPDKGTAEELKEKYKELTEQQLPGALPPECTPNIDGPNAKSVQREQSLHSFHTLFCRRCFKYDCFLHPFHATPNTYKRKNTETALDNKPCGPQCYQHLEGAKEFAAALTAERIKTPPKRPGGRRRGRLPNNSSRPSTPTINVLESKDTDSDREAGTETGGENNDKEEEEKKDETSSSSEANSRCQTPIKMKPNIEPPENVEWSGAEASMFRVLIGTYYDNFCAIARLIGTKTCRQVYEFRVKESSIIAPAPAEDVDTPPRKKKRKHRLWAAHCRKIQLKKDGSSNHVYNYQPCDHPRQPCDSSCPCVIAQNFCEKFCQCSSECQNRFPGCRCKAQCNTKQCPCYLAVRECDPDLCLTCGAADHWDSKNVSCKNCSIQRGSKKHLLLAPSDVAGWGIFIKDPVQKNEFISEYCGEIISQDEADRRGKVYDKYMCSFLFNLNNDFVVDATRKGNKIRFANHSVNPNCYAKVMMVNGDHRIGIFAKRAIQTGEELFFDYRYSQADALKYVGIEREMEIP
IDH1 R132H inh: inhibitors of human IDH1 R132H; O75874; IDH1 R132H reductase, diaphorase/resazurin fluorescence, 60 min; inhibition, % at 10 µM; hit rate 0.18% among 70,000; AID 624101; in the data active = inhibition above about 34%;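 also: 0% = DMSO and 100% = no enzyme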
* = called active by the depositor; x = not tested or not shown. A portion of the library. The share of hits here may be higher or lower than overall.

Start of the data: the first 18 records (preview)
SMILES	PRC2 inh	IDH1 R132H inh
Cc1noc(C)c1NC(=O)Nc1ccc2c(c1)C(=O)N([C@@H](C)CO)C[C@@H](C)[C@@H](CN(C)S(C)(=O)=O)O2	x	1.0
C[C@H](CO)N1C[C@H](C)[C@H](CN(C)C)Oc2ccc(NC(=O)NC3CCCCC3)cc2C1=O	-4	0.7
CNC[C@@H]1Oc2cc(C#C[C@@H](C)O)ccc2S(=O)(=O)N([C@H](C)CO)C[C@H]1C	-25	x
C[C@H]1CN([C@@H](C)CO)C(=O)Cc2cc(NS(=O)(=O)c3ccc(Cl)cc3)ccc2O[C@@H]1CN(C)Cc1ccc(C(F)(F)F)cc1	x	-0.4
CC(=O)N[C@H]1CC[C@@H](CCNC(=O)Nc2ccc(C(F)(F)F)cc2)O[C@@H]1CO	2	0.2
CC(C)(C)[C@H]1C=C(C(=O)O)O[C@@H](OCc2ccc(CO)cc2)C1	0	x
c1cc(-c2cnn3cc(-c4ccc(OCCN5CCCCC5)cc4)cnc23)ccn1	-3	2.0
C[C@@H]1CN([C@H](C)CO)C(=O)c2cc(-c3ccc(F)cc3)cnc2O[C@@H]1CN(C)C(=O)c1ccncc1	8	-1.4
COc1ccc(S(=O)(=O)Nc2ccc3c(c2)C(=O)N([C@H](C)CO)C[C@H](C)[C@H](CN(C)C(=O)Nc2ccc(C(F)(F)F)cc2)OCCCC[C@@H](C)O3)cc1	x	-0.4
Cc1noc(C)c1S(=O)(=O)N(C)C[C@H]1Oc2ccc(NS(C)(=O)=O)cc2CC(=O)N([C@H](C)CO)C[C@H]1C	x	1.1
Cc1cc(C(=O)Nc2cccc3c2O[C@@H](CN(C)Cc2ccc(-c4ccccc4)cc2)[C@@H](C)CN([C@H](C)CO)C3=O)n(C)n1	8	-1.8
COCCNC(=O)C[C@H]1C[C@@H]2c3cc(NC(=O)c4cccnc4)ccc3O[C@@H]2[C@@H](CO)O1	-8	-0.4
O=C(N/N=C/c1cc(Br)cc([N+](=O)[O-])c1O)c1ccccn1	-5	0.9
O=C(C[C@H]1CC[C@H](NC(=O)Nc2ccc3c(c2)OCO3)[C@H](CO)O1)NCc1ccc(F)cc1	2	-0.3
Cc1noc(C)c1S(=O)(=O)Nc1ccc2c(c1)C(=O)N([C@@H](C)CO)C[C@@H](C)[C@@H](CN(C)C(=O)c1ccncc1)OCCCC[C@@H](C)O2	x	-1.8
CN1CCN(C(=O)C[C@H]2CC[C@@H](NC(=O)Cc3ccccn3)[C@H](CO)O2)CC1	-12	0.2
Cc1cccc(C)c1NC(=O)CSc1nc2c(cc1C#N)CCC2	-8	0.1
COc1cccc(-c2cnc3c(c2)C(=O)N([C@H](C)CO)C[C@H](C)[C@H](CN(C)S(=O)(=O)c2cccc(OC)c2)O3)c1	-6	-4.3

This part in full, from the first entry:
SMILES	PRC2 inh	IDH1 R132H inh
Cc1noc(C)c1NC(=O)Nc1ccc2c(c1)C(=O)N([C@@H](C)CO)C[C@@H](C)[C@@H](CN(C)S(C)(=O)=O)O2	x	1.0
C[C@H](CO)N1C[C@H](C)[C@H](CN(C)C)Oc2ccc(NC(=O)NC3CCCCC3)cc2C1=O	-4	0.7
CNC[C@@H]1Oc2cc(C#C[C@@H](C)O)ccc2S(=O)(=O)N([C@H](C)CO)C[C@H]1C	-25	x
C[C@H]1CN([C@@H](C)CO)C(=O)Cc2cc(NS(=O)(=O)c3ccc(Cl)cc3)ccc2O[C@@H]1CN(C)Cc1ccc(C(F)(F)F)cc1	x	-0.4
CC(=O)N[C@H]1CC[C@@H](CCNC(=O)Nc2ccc(C(F)(F)F)cc2)O[C@@H]1CO	2	0.2
CC(C)(C)[C@H]1C=C(C(=O)O)O[C@@H](OCc2ccc(CO)cc2)C1	0	x
c1cc(-c2cnn3cc(-c4ccc(OCCN5CCCCC5)cc4)cnc23)ccn1	-3	2.0
C[C@@H]1CN([C@H](C)CO)C(=O)c2cc(-c3ccc(F)cc3)cnc2O[C@@H]1CN(C)C(=O)c1ccncc1	8	-1.4
COc1ccc(S(=O)(=O)Nc2ccc3c(c2)C(=O)N([C@H](C)CO)C[C@H](C)[C@H](CN(C)C(=O)Nc2ccc(C(F)(F)F)cc2)OCCCC[C@@H](C)O3)cc1	x	-0.4
Cc1noc(C)c1S(=O)(=O)N(C)C[C@H]1Oc2ccc(NS(C)(=O)=O)cc2CC(=O)N([C@H](C)CO)C[C@H]1C	x	1.1
Cc1cc(C(=O)Nc2cccc3c2O[C@@H](CN(C)Cc2ccc(-c4ccccc4)cc2)[C@@H](C)CN([C@H](C)CO)C3=O)n(C)n1	8	-1.8
COCCNC(=O)C[C@H]1C[C@@H]2c3cc(NC(=O)c4cccnc4)ccc3O[C@@H]2[C@@H](CO)O1	-8	-0.4
O=C(N/N=C/c1cc(Br)cc([N+](=O)[O-])c1O)c1ccccn1	-5	0.9
O=C(C[C@H]1CC[C@H](NC(=O)Nc2ccc3c(c2)OCO3)[C@H](CO)O1)NCc1ccc(F)cc1	2	-0.3
Cc1noc(C)c1S(=O)(=O)Nc1ccc2c(c1)C(=O)N([C@@H](C)CO)C[C@@H](C)[C@@H](CN(C)C(=O)c1ccncc1)OCCCC[C@@H](C)O2	x	-1.8
CN1CCN(C(=O)C[C@H]2CC[C@@H](NC(=O)Cc3ccccn3)[C@H](CO)O2)CC1	-12	0.2
Cc1cccc(C)c1NC(=O)CSc1nc2c(cc1C#N)CCC2	-8	0.1
COc1cccc(-c2cnc3c(c2)C(=O)N([C@H](C)CO)C[C@H](C)[C@H](CN(C)S(=O)(=O)c2cccc(OC)c2)O3)c1	-6	-4.3
CC(C)C#Cc1cnc2c(c1)C(=O)N([C@@H](C)CO)C[C@@H](C)[C@H](CN(C)C(=O)CN1CCOCC1)O2	4	x
COc1ccc(S(=O)(=O)N(C)C[C@@H]2Oc3c(NS(C)(=O)=O)cccc3C(=O)N([C@H](C)CO)C[C@H]2C)cc1	x	0.4
Cc1cc(C)c(NS(=O)(=O)c2ccc(NC(=O)c3nc4nc(C)cc(C(F)F)n4n3)cc2)c(C)c1	-12	0.1
Cc1ccccc1OCC(=O)Nc1ccc([N+](=O)[O-])cc1O	-2	-0.4
O=C(C[C@@H]1C[C@H]2c3cc(NS(=O)(=O)c4ccccc4)ccc3O[C@H]2[C@H](CO)O1)NCC1CC1	-2	-0.1
O=C(C[C@@H]1CC[C@H](NC(=O)CC2CC2)[C@@H](CO)O1)NCc1ccc(-c2ccccc2)cc1	10	0.0
CC(C)=CCCC(C)(OC1OC(COC2OC(CO)C(O)C2O)C(O)C(O)C1O)C1CCC2(C)C1C(O)CC1C3(C)CCC(OC4OC(CO)C(O)C(O)C4OC4OC(CO)C(O)C(O)C4O)C(C)(C)C3CCC12C (centres undefined)	2	x
C[C@@H]1CCCCO[C@H](CN(C)C)[C@@H](C)CN([C@@H](C)CO)C(=O)c2cc(NS(=O)(=O)c3cccs3)ccc2O1	x	2.7
O=C(Nc1ccccc1C(=O)NCc1cccnc1)c1ccc(Cl)cc1Cl	-1	0.0
CCCC(=O)Nc1ccc2c(c1)C(=O)N(C)C[C@@H](OC)[C@H](C)CN(CC1CCOCC1)[C@H](C)CO2	8	0.3
C[C@H](CO)N1C[C@H](C)[C@H](CN(C)C(=O)Cc2ccccc2)OCCCC[C@H](C)Oc2ccc(NC(=O)Cc3ccccc3)cc2C1=O	x	-1.7
CO[C@@H]1CN(C)C(=O)c2ccc(NC(=O)C3CCOCC3)cc2OC[C@H](C)N(Cc2nccs2)C[C@@H]1C	0	0.1
C[C@@H]1CCCCO[C@H](CN(C)S(C)(=O)=O)[C@@H](C)CN([C@@H](C)CO)C(=O)c2cc(NC(=O)CCC(F)(F)F)ccc2O1	12	x
COc1ccc(CCNC(=O)c2c(-c3c(F)cccc3Cl)noc2C)cc1OC	-4	0.3
C[C@H]1CN([C@@H](C)CO)C(=O)c2cccc(NS(C)(=O)=O)c2O[C@H]1CN(C)Cc1ccc(C(=O)Nc2ccccc2N)cc1	19	-0.2
COc1ccccc1C(=O)Nc1ccc2c(c1)C(=O)N(C)C[C@@H](OC)[C@H](C)CN(C(C)=O)[C@@H](C)CO2	1	0.3
O=C(Nc1ccc(I)cc1C(=O)NCCN1CCOCC1)c1cccnc1	9	0.5
CCS(=O)(=O)Nc1ccc2c(c1)C(=O)N(C)C[C@H](OC)[C@H](C)CN[C@@H](C)CO2	-3	0.3
Cc1cc(C)n(CC(O)COc2ccc(C(=O)c3ccc(Cl)cc3)cc2)n1 (centres undefined)	1	-0.3
CS(=O)(=O)N(CC(=O)Nc1cccc([N+](=O)[O-])c1)c1ccc2c3c(cccc13)CC2	5	0.5
CS(=O)(=O)c1ccc(-c2cc(Br)sc2-c2ccc(F)cc2)cc1	19	-0.2
C[C@@H]1CN([C@@H](C)CO)C(=O)c2c(c3ccccc3n2C)-c2ccccc2CO[C@@H]1CN(C)C(=O)c1ccc(F)cc1	-21	3.5
Nc1cc(N)nc(SCC(=O)Nc2ccc(Oc3ccccc3)cc2)n1	-5	-0.2
CNC[C@H]1OCCCC[C@@H](C)Oc2ccc(NS(=O)(=O)c3ccc(F)cc3)cc2C(=O)N([C@H](C)CO)C[C@@H]1C	8	1.5
CCCC#Cc1ccc2c(c1)O[C@@H](CN(C)C(=O)c1ccccc1F)[C@@H](C)CN([C@@H](C)CO)S2(=O)=O	5	-0.1
CO[C@H]1CN(C)C(=O)c2ccc(NC(=O)C3CC3)cc2OC[C@@H](C)N(C(=O)c2ccncc2)C[C@@H]1C	2	0.1
CC(C)NC(=O)N[C@@H]1C=C[C@H](CC(=O)O)O[C@H]1CO	0	0.0
CC(C)c1ccc(NC(=O)CN(C)S(=O)(=O)c2ccc(F)cc2)cc1	-12	0.4
COc1ccc(CN(C)C[C@H]2OCCCC[C@H](C)Oc3ccc(NS(=O)(=O)c4ccccc4)cc3C(=O)N([C@H](C)CO)C[C@H]2C)cc1	x	0.0
C[C@H](CO)N1C[C@H](C)[C@H](CN(C)Cc2ccc(Oc3ccccc3)cc2)Oc2ccc(NC(=O)NC3CCCCC3)cc2CC1=O	x	1.7
COc1ccc(F)cc1S(=O)(=O)Nc1cccc(S(=O)(=O)N2CC3(C)CC2CC(C)(C)C3)c1 (centres undefined)	21	0.8
COCCNC(=O)C[C@@H]1C[C@H]2c3cc(NS(C)(=O)=O)ccc3O[C@H]2[C@@H](CO)O1	-13	-0.4
CCC(=O)N1C[C@H](C)[C@H](OC)CN(C)C(=O)c2ccc(NS(C)(=O)=O)cc2OC[C@@H]1C	-2	0.1
C[C@H](CO)N1C[C@H](C)[C@@H](CN(C)C(=O)Cc2ccncc2)Oc2ncc(C#C[C@@H](C)O)cc2C1=O	3	x
NC(=O)[C@@H]1[C@H]2C(=O)O[C@H](c3ccccc3)[C@H](c3ccccc3)N2[C@H](c2ccc(OCCO)cc2)[C@@]12C(=O)Nc1ccccc12	-22	0.5
CNC[C@H]1Oc2ccc(NS(C)(=O)=O)cc2C(=O)N([C@@H](C)CO)C[C@H]1C	4	0.2
C#CCNC(=O)C1=C[C@H](c2csc3ccccc23)C[C@H](OCCCCO)O1	0	x
Cc1noc(C)c1S(=O)(=O)N(C)C[C@@H]1Oc2ccc(NC(=O)Nc3ccccc3)cc2CC(=O)N([C@H](C)CO)C[C@@H]1C	x	0.5
C[C@@H]1CN([C@@H](C)CO)C(=O)c2cc(C#CCN(C)C)cnc2O[C@@H]1CN(C)C(=O)Cc1cccnc1	x	0.0
CO[C@H]1CN(C)C(=O)c2ccc(NC(=O)c3ccccc3)cc2OC[C@H](C)N(C(C)=O)C[C@@H]1C	-14	-0.2
C[C@H](CO)N1C[C@H](C)[C@@H](CN(C)C(=O)Nc2ccc(F)cc2)OCCCC[C@H](C)Oc2ccc(NC(=O)NC3CCCCC3)cc2C1=O	x	-0.5
C[C@@H]1CN([C@@H](C)CO)C(=O)c2cc(NC(=O)Nc3ccccc3)ccc2O[C@@H]1CN(C)Cc1ccc(C(=O)O)cc1	-2	0.1

Taken from above:
Result for Cc1cccc(C)c1NC(=O)CSc1nc2c(cc1C#N)CCC2 in PRC2 inh: -8
Result for O=C(N/N=C/c1cc(Br)cc([N+](=O)[O-])c1O)c1ccccn1 in IDH1 R132H inh: 0.9

(cont.)
SMILES	PRC2 inh	IDH1 R132H inh
O=C(C[C@@H]1C[C@H]2c3cc(NC(=O)Nc4ccccc4)ccc3O[C@H]2[C@H](CO)O1)NCc1ccncc1	3	0.3
O=c1c(O)c(-c2cc(O)c(O)c(O)c2)oc2cc(O)cc(O)c12	93*	6.1
Cc1ccccc1S(=O)(=O)NCC[C@H]1CC[C@@H](NC(=O)C2CC2)[C@@H](CO)O1	-8	-0.2
C[C@H](NC(=O)N(C)C[C@@H]1OCc2ccccc2-c2c(n(C)c3ccccc23)C(=O)N([C@@H](C)CO)C[C@@H]1C)c1ccccc1	-16	-4.1
CCn1c(NCCCO)nc2ccccc21	10	0.0
C[C@@H]1CN([C@@H](C)CO)C(=O)c2cccc(NC(=O)C3CCOCC3)c2O[C@H]1CN(C)Cc1ccc(Oc2ccccc2)cc1	-5	-3.8
COc1ccccc1C(=O)Nc1ccc2c(c1)OC[C@@H](C)N(CC1CC1)C[C@@H](C)[C@@H](OC)CN(C)C2=O	4	-0.3
Cc1ccc(S(=O)(=O)N(C)C[C@H]2OCCCC[C@@H](C)Oc3ccc(N(C)C)cc3C(=O)N([C@H](C)CO)C[C@H]2C)cc1	0	x
C[C@H](CO)N1C[C@H](C)[C@H](CN(C)Cc2ccc(C(=O)O)cc2)Oc2ccc(NC(=O)CCC(F)(F)F)cc2C1=O	12	-0.1
